Screens from PubChem.
USP2a inh: qHTS Assay for Inhibitors of Ubiquitin-specific Protease USP2a. Ubiquitin carboxyl-terminal hydrolase 2 (Homo sapiens), O75604. Potency, µM (titrated, usually from 38.3 µM), for the others: at the top dose activity change, negative = inhibition, usual class: inhibitors. USP2a enzymatic assay, qHTS inhibition. 0.1% of 60,000 active;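 also: potency is read from the fitted curve at half-maximal effect; nearly all actives have a fitted effect of over 60% in size; plate controls were DMSO for no effect and NEM full inhibition control for full effect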
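Inhibition is measured in a cell-free coupled assay with 20 nM USP2 core, 20 nM Ub-PLA2 and 20 uM NBD C6-HPC, 2.5 h incubation. Activity normalized to NEM control.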
A350 autofl: qHTS Assay for Spectroscopic Profiling in A350 Spectral Region. Compound autofluorescence, 340/450 nm, Alexa 350 dye-equivalents; stronger effect = higher value. max dye-equivalent concentration, M. 11% of 59,000 active. AID 590, 2007; in the data active = max dye-equivalent concentration above about 10 nM; inconclusive = mostly about 1.1 nM to 9.6 nM
Fluorescein fluor: qHTS Assay for Spectroscopic Profiling in Fluorescein Spectral Region; Compound autofluorescence, 480/540 nm, fluorescein-equivalent; stronger effect = higher value; max fluorescein-equivalent concentration, M; 0.91% of 59,000 active; AID 593, 2007; in the data active = max fluorescein-equivalent concentration above about 10 nM; inconclusive = between about 1.1 nM and that limit
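Read-out is intrinsic compound fluorescence at 480/540 nm (excitation/emission), expressed as dye-equivalent concentration using a fluorescein standard series run on every plate. Compounds sat 15 min at room temperature in 100 mM Tris, pH 8.0.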
BRCT PPI red: qHTS Assay for Inhibitors of BRCT-Phosphoprotein Interaction (Red Fluorophore); Breast cancer type 1 susceptibility protein (Homo sapiens), P38398; BRCT-phosphopeptide binding, red fluorescence polarization; Potency, µM (top dose mostly 76.9 µM), without a hit: at the top dose activity change, negative = inhibition, hits mostly inhibitors; 0.03% of 75,000 active; AID 892, 2007; also: % is scaled to controls: 0 for no effect and ±100 for the full control effect
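Rhodamine-labelled pBACH1 10-mer (100 nM) bound to BRCT domain (100 nM) at pH 7.3; compounds incubated 12 min room temperature, polarization read. Free peptide defines full inhibition; unlabelled decapeptide titrated as control.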
Caspase-7 inhib: qHTS Assay for Allosteric/Competitive Inhibitors of Caspase-7; P55210; recombinant caspase-7, Ac-DEVD-AFC fluorescence rate; Potency, µM (titrated, usually from 57.5 µM), without a hit: at the top dose activity change, negative = inhibition, hits mostly inhibitors; 0.02% of 75,000 active; active = well fitted inhibition curve with a large enough effect in the main read-out, with a control signal flat, not every such curve was filed as active; inconclusive = small, poorly fitted or top-dose-only effect, or a change in a side signal; also: potency is read from the fitted curve at half-maximal effect; % of control where 0% means no effect
Rhodamine fluor: qHTS Assay for Spectroscopic Profiling in Rhodamine Spectral Region | Rhodamine-region fluorescence, 547/598 nm, Tris buffer; stronger effect = higher value | max dye-equivalent concentration, M | 0.05% of 59,000 active; in the data active = max dye-equivalent concentration above about 11 nM; inconclusive = between about 1.1 nM and that limit
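Read-out is relative fluorescence at 547 nm excitation and 598 nm emission, expressed as dye-equivalent concentration using rhodamine standards on every plate. Each compound was profiled across a concentration series after 15 min in 100 mM Tris, pH 8.0.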
HEK293 cAMP cs: qHTS Assay for Agonists of the Thyroid Stimulating Hormone Receptor: Activators of Intracellular cAMP Concentrations in Parental HEK 293. Potency, µM (titrated, usually from 57.1 µM), inactives show top-dose activation, most hits filed as activators. AID 938, 2007. parental HEK293 CNG cAMP sensor, membrane potential fluorescence. 2.5% of 73,000 active; also: potency is read from the fitted curve at half-maximal effect; % of control where 0% means no effect; nearly all actives have a fitted effect of over 55% in size
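Parental HEK 293 cells stably expressing a cAMP-gated CNG channel were loaded with membrane potential dye containing 100 uM RO 20-1724 for 60 min. Compound added for 30 min; depolarization read as fluorescence intensity at 590 nm.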
Casp1 inh: qHTS Assay for Allosteric/Competitive Inhibitors of Caspase-1; P29466; 0.03% of 75,000 active; AID 900, 2007; Caspase-1 enzyme, Ac-WEHD-AFC fluorogenic rate; Potency, µM (series often up to 57.5 µM), for inactives: at the top dose activity change, negative = inhibition, usual class: inhibitors;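 also: potency is read from the fitted curve at half-maximal effect; plate controls were vehicle for no effect and no substrate for full effect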
TexasRed autofl: qHTS Assay for Spectroscopic Profiling in Texas Red Spectral Region. Compound fluorescence, Texas Red channel, 547/618 nm; stronger effect = higher value. max dye-equivalent concentration, M. 0.06% of 59,000 active. AID 587, 2007; in the data active = max dye-equivalent concentration above about 10 nM; inconclusive = between about 1.1 nM and that limit
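Compound fluorescence was read after 15 min at room temperature in 100 mM Tris, pH 8.0, using 547 nm excitation and 618 nm emission across a concentration series. It was expressed as Texas Red dye-equivalent concentration from an on-plate standard curve.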
BRCT inh green: qHTS Assay for Inhibitors of BRCT-Phosphoprotein Interaction (Green Fluorophore) | Potency, µM (doses to about 76.9 µM), without a hit: top-dose activity change, negative = inhibition, actives largely listed as inhibitors | 0.05% of 75,000 active | BRCA1 BRCT-phosphopeptide binding, green fluorescence polarization | Breast cancer type 1 susceptibility protein (Homo sapiens), P38398;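 also: potency is read from the fitted curve at half-maximal effect; plate controls were peptide without protein for full effect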
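Fluorescence polarization: His-tagged BRCT (~35 kDa BRCA1 C-terminus, 250 nM) bound to 100 nM fluorescein-labeled phosphorylated 10-aa BACH1 peptide, pH 7.3 phosphate buffer with DTT and Tween 20. Compounds incubated 12 min at room temperature; inhibition read as lowered polarization.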
4-MU autofl: qHTS Assay for Spectroscopic Profiling in 4-MU Spectral Region; 11% of 59,000 active; AID 589, 2007; max dye-equivalent concentration, M; compound autofluorescence, 340/450 nm, 4-MU equivalents; stronger effect = higher value; in the data active = max dye-equivalent concentration above about 10 nM; inconclusive = mostly about 1.1 nM to 9.6 nM
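Compounds in 100 mM Tris, pH 8.0, sat 15 min at room temperature before fluorescence was read at 340 nm excitation/450 nm emission; a per-plate six-point 4-MU standard curve converted signals to dye-equivalent concentration at each compound concentration.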
* marks the source's active call; other numbers are inactive results; i = inactive; ? = inconclusive; · = not tested or not shown; [ ] = another dose, or the depositor's remark. Unless noted, calls follow the shape of the dose curve; as a rule, active = well fitted curve in the direction sought with a large enough effect; inconclusive = small, poorly fitted or top-dose-only effect, or another doubt; inactive = no such curve, though single readings can be large; an effect the other way counts as inactive or inconclusive.

SMILES	USP2a inh	A350 autofl	Fluorescein fluor	BRCT PPI red	Caspase-7 inhib	Rhodamine fluor	HEK293 cAMP cs	Casp1 inh	TexasRed autofl	BRCT inh green	4-MU autofl
O=C1C2CCCN2C(c2cccnc2)N1c1ccc(Cl)cc1 (configuration not stated)	9.2%	i	i	-0.7%	-2.0%	i	4.1%	0.7%	i	-0.1%	i
Cc1noc(C)c1C(=O)N1CCC2(CC1)OCCO2	2.5%	i	i	0.3%	1.3%	i	1.7%	-0.1%	?	-2.3%	i
NC[C@@H](Cc1ccccc1)P(=O)(O)O	·	i	i	0.4%[15.4 µM]	1.9%[11.5 µM]	i	6.9%[11.4 µM]	-7.1%[11.5 µM]	i	-0.3%[15.4 µM]	i
COc1ccc2[nH]c3c(c2c1)CCNC3	4.0%	i	i	-1.0%	-0.2%	i	?	-1.8%	i	1.5%	i
Cc1nc2c(-c3ccccc3)c(C)nn2c(C)c1CCC(=O)N1CCC2(CC1)OCCO2	7.0%	i	i	-0.7%	2.0%	i	7.0%	-1.6%	i	-2.2%	i
O=C(c1ccncc1)N1CCC2(CC1)CN(Cc1ccccc1)C2	17.1%	i	i	-1.2%	0.4%	i	0.2%	-2.9%	i	-1.3%	i
O=C(O)c1ccc2[nH]cc(CCCCN3CC=C(c4ccccc4)CC3)c2c1	·	·	·	-0.3%	-4.1%	·	18.8%	-2.8%	·	-4.7%	·
COC(=O)CN1CN(c2ccccc2)C2(CCN(Cc3ccc4ccccc4c3)CC2)C1=O	·	·	·	-3.0%	-3.7%	·	24.9%	-2.0%	·	-0.1%	·
O=C(CCCN1CCC(n2c(=O)[nH]c3ccccc32)CC1)c1ccc(F)cc1	20.4%[17.1 µM]	?	i	0.0%[34.4 µM]	0.7%[25.7 µM]	i	6.0%[25.6 µM]	-6.3%[25.7 µM]	?	0.3%[34.4 µM]	?
CSc1ccc2c(c1)c(CCN)c(C)n2Cc1ccccc1Cl	·	1.08e-08M*	?	0.8%[15.4 µM]	-1.7%[11.5 µM]	i	-1.6%[11.4 µM]	-1.6%[11.5 µM]	i	-1.7%[15.4 µM]	1.05e-08M*
C=C[C@@H]1CN2CC[C@@H]1C[C@H]2[C@H](O)c1ccnc2ccccc12	·	i	?	·	·	i	7.2%	·	i	·	i
COc1cc2c(cc1OC)C(C(=O)N1CCC3(CC1)OCCO3)C(c1ccccc1F)N(C)C2=O (configuration not stated)	-1.9%	i	i	-0.6%	1.7%	i	·	3.6%	i	-0.3%	i
O=c1cccc2n1CC1CNC[C@H]2C1	-7.3%[17.1 µM]	i	i	0.3%	-0.3%	i	-3.0%	4.1%	i	-1.6%	i
CCC(=O)Nc1c(C)nn(C(=O)CC)c1C	·	i	i	1.2%	2.0%	i	31.6µM*	-1.2%	i	0.0%	i
CCCCOC(=O)C1=C(N)OC2=C(C(=O)CC(C)(C)C2)[C@]12C(=O)N(C)c1ccccc12	-0.8%	?	i	-2.2%	0.0%	i	7.3%	0.8%	i	0.3%	i
O=C(Oc1nsnc1N1CCOCC1)N(c1ccccc1)c1ccccc1	-5.5%	i	i	0.9%	-3.2%	i	?	-0.6%	i	1.4%	i
C=C1CC[C@@]2(O)[C@H]3Cc4ccc(O)c5c4[C@@]2(CCN3CC2CC2)[C@H]1O5	·	?	i	·	·	i	·	·	i	·	?
C/C=C1\C[N@@+]2(C)CC[C@@]34C(=C(C=O)[C@H]1C[C@H]32)Nc1ccccc14	-15.7%[17.1 µM]	1.85e-08M*	?	-2.3%[34.4 µM]	-6.6%[25.7 µM]	i	-0.4%[25.6 µM]	-4.5%[25.7 µM]	i	-0.9%[34.4 µM]	2.02e-08M*
O=C(Nc1cccc(F)c1)N1CC2(CCN(C(=O)Oc3ccccc3)CC2)C1	64.1%[activator]	i	i	0.0%	1.9%	i	5.0%	-2.8%	i	-1.6%	i
c1cc2c(c(NC3=NCCN3)c1)CCCC2	·	i	?	0.7%[15.4 µM]	-0.1%[11.5 µM]	i	8.9%[11.4 µM]	-1.7%[11.5 µM]	i	-1.4%[15.4 µM]	i
CCCN(CCC)[C@@H]1CCc2c(OC)cccc2[C@@H]1C	·	·	·	0.8%	2.3%	·	31.6µM*	-1.0%	·	-1.7%	·
O=C(Nc1cccc(OC(=O)N2CCOCC2)c1)N1CCOCC1	-7.6%	i	i	-0.3%	0.7%	i	-2.1%	-0.4%	i	-1.9%	i
O=C1c2ccccc2C2(c3ccc(Cl)cc3)NCCN12 (configuration not stated)	4.8%	i	?	1.5%	-0.5%	i	0.6%	0.0%	i	-1.0%	i
CN(C)[C@H]1C(=O)C(C(N)=O)=C(O)[C@]2(O)C(=O)C3=C(O)c4c(O)cccc4[C@@](C)(O)[C@H]3C[C@@H]12	83.1%[activator][17.1 µM]	?	?	0.4%[34.4 µM]	-9.6%[25.7 µM]	i	-2.1%[25.6 µM]	-4.3%[25.7 µM]	i	0.5%[34.4 µM]	?
CC[C@H](CO)NC(=O)[C@H]1C=C2c3cccc4[nH]cc(c34)C[C@H]2N(C)C1	·	1.15e-08M*	?	·	·	i	-1.4%	·	i	·	1.05e-08M*
CCOC(=O)C1CN(C)CCC1=O (configuration not stated)	-1.1%	i	i	-1.2%	-5.6%	i	0.3%	-6.2%	i	-2.3%	i
O=C(O)c1nonc1-c1nonc1C(=O)O	-2.1%	i	?	-0.1%	0.3%	i	6.8%	-0.2%	i	-3.8%	i
Cc1cccc(-n2c(CN3C(=O)c4ccccc4C3=O)nc3ccccc3c2=O)n1	3.7%	i	i	-0.2%	0.0%	i	17.1%	1.8%	i	0.1%	i
Cc1ccccc1-n1c(O)c(C=NCCN2CCOCC2)c(=O)[nH]c1=O	-3.6%	i	i	-2.4%	-1.1%	i	3.3%	-1.5%	?	-1.0%	i
CN1CCN(C(=O)COc2ccc3ccccc3c2Br)CC1	12.6%	3.96e-08M*	?	2.0%	?	i	4.7%	?	i	-0.7%	3.79e-08M*

A different layout for part of the listing above.
Molecule,USP2a inh,A350 autofl,Fluorescein fluor,BRCT PPI red,Caspase-7 inhib,Rhodamine fluor,HEK293 cAMP cs,Casp1 inh,TexasRed autofl,BRCT inh green,4-MU autofl
CCCN(CCC)[C@@H]1CCc2c(OC)cccc2[C@@H]1C,·,·,·,0.8%,2.3%,·,31.6µM*,-1.0%,·,-1.7%,·
CCOC(=O)C1CN(C)CCC1=O (configuration not stated),-1.1%,i,i,-1.2%,-5.6%,i,0.3%,-6.2%,i,-2.3%,i
O=C(Nc1cccc(OC(=O)N2CCOCC2)c1)N1CCOCC1,-7.6%,i,i,-0.3%,0.7%,i,-2.1%,-0.4%,i,-1.9%,i

More records.
SMILES	USP2a inh	A350 autofl	Fluorescein fluor	BRCT PPI red	Caspase-7 inhib	Rhodamine fluor	HEK293 cAMP cs	Casp1 inh	TexasRed autofl	BRCT inh green	4-MU autofl
BrC(Br)Br	·	·	·	1.8%	0.0%	·	2.1%	-4.5%	·	-0.6%	·
O=C1OC(=O)c2c(Cl)c(Cl)c(Cl)c(Cl)c21	·	·	·	-1.0%	0.9%	·	39.8µM*	-4.0%	·	-1.2%	·
CCOC(=O)c1ccccc1N	·	·	·	1.2%	-0.7%	·	20.0%	-2.5%	·	-1.1%	·
CN(C)CC#CCOCCOCCC#N	-0.8%	i	?	0.8%	0.2%	i	2.2%	0.4%	i	-0.4%	i
CCN(CC)CCn1ncc2c(N)ncnc21	·	i	?	1.5%[15.4 µM]	0.9%[11.5 µM]	i	4.4%[11.4 µM]	-7.2%[11.5 µM]	i	-0.3%[15.4 µM]	i
CCCC(c1nnnn1Cc1cccs1)N1CCN(c2nc3ccccc3s2)CC1 (configuration not stated)	·	i	i	-0.7%	-1.8%	i	?	-6.2%	i	-2.1%	i
C1C[C@@H]2CN(CCCN3CCOCC3)[C@@H](C1)O2	·	i	i	-0.3%[15.4 µM]	-1.6%[11.5 µM]	i	7.4%[11.4 µM]	-8.3%[11.5 µM]	i	1.2%[15.4 µM]	i
CN[C@@H]1C[C@@H](c2ccc(Cl)c(Cl)c2)c2ccccc21	-4.7%	i	i	-1.8%	-0.6%	i	-6.9%	1.8%	i	-1.2%	i
CC1(C)CC(=O)C(C=NCCN2CCN(C(=O)Cc3ccc(Cl)cc3)CC2)=C(O)C1	2.5%	i	i	-1.3%	-3.6%	i	-7.9%	1.1%	?	-2.2%	i
Cc1ccccc1O	·	·	·	-0.7%	1.3%	·	-10.1%	0.7%	·	-0.9%	·
C[C@]12CCC(=O)C=C1CCc1ccc(O)cc12	0.1%	·	·	2.0%	-4.0%	·	·	-3.1%	·	-2.1%	·
CSC1=NP(=S)(SC)N(C)c2nc3n(c21)CCC3 (configuration not stated)	-3.4%	2.56e-08M*	?	-2.1%	-3.4%	i	14.8%	-3.8%	i	-4.0%	2.24e-08M*

Some of the compounds tested, so the mix of outcomes need not match the whole.
